# MC4R antag cAMP = blocks human MC4R cAMP signaling; inhibition, % at 6.5 µM; AID 540295; hit rate 0.48% among 360,000; MC4R-expressing cells, MTII-stimulated cAMP, LANCE TR-FRET;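 active means inhibition above its plate's cutoff, the mean of tested wells on that plate plus 3 SD, cut at about 29% in these data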;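 further: 0% = Melanotan II alone and 100% = Melanotan II plus saturating MCL0020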
#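 Test system: U2OS cells stably expressing human melanocortin 4 receptor (MC4R); also added: Melanotan II challenge; compound: 6.5 µM single dose; timing: 30-min compound preincubation, 1-h Melanotan II challenge, 1-h detection, room temperature; signal: Eu-cAMP/anti-cAMP TR-FRET, emission 671 nm; repeats: one well per compound, no replicates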
# aDG glyco up = alpha-DG glycosylation activation | activation, % at 10 µM | AID 624168 | Pro5-aDG cells, alpha-DG glycosylation AlphaScreen (IIH6); 0% Pro5, 100% B10-LARGE cell signal | hit rate 0.22% among 360,000;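 active means activation of at least 8% versus controls, or a plate z-score of at least 8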;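 further: Pro5 are CHO cells carrying HIG-tagged alpha-DG that lacks glycosylation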
# Glyco luc inh = N-linked glycosylation inhibition; D54 ERlucT glycosylation luciferase reporter, 24 h; percent of 100 nM tunicamycin response; reporter increase, % at 12.5 µM; hit rate 0.23% among 360,000; AID 588692;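 active means mean luciferase reporter signal, scaled so untreated is 0 and the glycosylation-blocking control 100, at or above a set limit in every replicate; inconclusive means mean reaches the limit but not every replicate does; inactive means mean below the limit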;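 further: luciferase carries N-glycosylation sites so blocking glycosylation raises the light; 0% = median of neutral control wells and 100% = median of 100 nM tunicamycin wells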
# NOD2-RIPK2 inh = NOD2-RIPK2 protein interaction inhibition. CHO BLA complementation NOD2-RIPK2, CCF4 ratio. hit rate 0.38% among 360,000. AID 624267. inhibition, % at 4.98 µM. O43353; in the data active means inhibition above about 21%;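 further: 0% = vehicle only and 100% = reference blocker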
# MC4R barr agon = human MC4R agonism via beta-arrestin | U2OS MC4R beta-arrestin complementation, luminescence; percent of melanotan II response, DMSO zero | activation, % at 8.9 µM | AID 540308 | P32245 | hit rate 0.98% among 360,000;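 active means activation above a per-plate cutoff, the mean activation of sample wells on that plate plus 3 SD, cut at about 8% in these data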
# ABHD5-PLIN5 inh = blocks binding of human ABHD5 to perilipin-5 | Split G. princeps luciferase complementation, luminescence, 4 h | inhibition, % at 4 µM | hit rate 0.78% among 360,000 | AID 602281;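 active means inhibition above the mean inhibition across every tested compound plus 3 SD, cut at about 22% in these data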;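 further: 0% = DMSO only wells and the 100% control is not disclosed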
# TLR9-MyD88 block = blocks human TLR9 binding to MyD88; Q9NR96+Q99836; AID 504734; CHO BLA complementation TLR9-MyD88, CCF4 FRET ratio; inhibition, % at 4.98 µM; hit rate 0.21% among 340,000;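 active means inhibition above the mean over all tested compounds plus 3 SD, cut at about 21% in these data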;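 further: 0% = DMSO only wells and 100% = clavulanate BLA inhibitor control wells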
# ABCB6 inh MLPCN = blocks the human ABCB6 transporter | K562-ABCB6 porphyrin accumulation, flow cytometry, 1 h; stronger effect = lower value | hit rate 0.19% among 360,000 | fluorescence ratio to DMSO, % at 10 µM | AID 602162;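 active means fluorescence ratio to DMSO below 75%, the collection mean minus 3 SD; inconclusive means too few cells collected in the well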;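 further: signal is porphyrin accumulated inside mitochondria; 100% equals median channel fluorescence of DMSO control wells; lower ratio means ABCB6 inhibition with less porphyrin fluorescence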
# Target sequence (Q9NP58 whole entry, looked up): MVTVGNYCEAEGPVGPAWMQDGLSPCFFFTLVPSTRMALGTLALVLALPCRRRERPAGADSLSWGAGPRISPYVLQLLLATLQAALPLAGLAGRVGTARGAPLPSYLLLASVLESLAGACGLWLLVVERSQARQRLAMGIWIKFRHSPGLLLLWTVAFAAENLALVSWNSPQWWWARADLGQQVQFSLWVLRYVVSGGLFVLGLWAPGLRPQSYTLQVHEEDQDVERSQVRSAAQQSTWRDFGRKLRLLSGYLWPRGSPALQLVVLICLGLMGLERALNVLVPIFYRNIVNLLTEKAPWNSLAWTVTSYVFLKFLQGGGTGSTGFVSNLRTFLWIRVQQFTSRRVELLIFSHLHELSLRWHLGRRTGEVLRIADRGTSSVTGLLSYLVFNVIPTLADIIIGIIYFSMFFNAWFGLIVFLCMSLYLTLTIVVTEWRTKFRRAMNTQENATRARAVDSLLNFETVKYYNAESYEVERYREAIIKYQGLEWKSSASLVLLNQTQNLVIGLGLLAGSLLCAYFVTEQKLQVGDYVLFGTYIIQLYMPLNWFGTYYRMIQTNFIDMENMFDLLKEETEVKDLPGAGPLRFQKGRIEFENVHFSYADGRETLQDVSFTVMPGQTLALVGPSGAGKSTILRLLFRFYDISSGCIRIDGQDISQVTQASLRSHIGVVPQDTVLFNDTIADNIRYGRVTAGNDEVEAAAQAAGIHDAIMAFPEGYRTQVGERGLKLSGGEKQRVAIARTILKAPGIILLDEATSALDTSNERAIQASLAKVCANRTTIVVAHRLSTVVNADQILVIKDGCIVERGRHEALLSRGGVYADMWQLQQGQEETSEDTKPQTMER
# Vif inh = inhibitors of HIV Vif | hit rate 0.35% among 340,000 | HEK293T cells, Vif self-association by quenched fluorescence, imaging, 24 h | inhibition, % at 7.49 µM; in the data active means inhibition above about 50%, passing the limit was not always enough; inconclusive means no clear call, values can overlap the other calls; inactive means below about 31%; further: some results filed as inactive read as strong as hits
# Exocytosis inh = lytic granule exocytosis inhibition; hit rate 0.66% among 360,000; AID 651702; inhibition, % at 10 µM; TALL-104 LAMP-1 surface exposure, flow cytometry; cells stimulated with thapsigargin and PMA;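 active means inhibition above about 55%, limit read from the data; inconclusive means no clear call, values can overlap the other calls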
# Starred values were filed as active, the others as inactive; ? = inconclusive; . = no result given. Only part of the results is shown. The share of hits here may be higher or lower than overall.
SMILES,MC4R antag cAMP,aDG glyco up,Glyco luc inh,NOD2-RIPK2 inh,MC4R barr agon,ABHD5-PLIN5 inh,TLR9-MyD88 block,ABCB6 inh MLPCN,Vif inh,Exocytosis inh
COc1ccc(N2CCN(C(=O)CN(c3ccc(Br)cc3)S(C)(=O)=O)CC2)cc1,-6,0.5,0,-2,1.9,-9,-7,94,-8,-3
COc1ccc(C2c3c(-c4ccccc4O)n[nH]c3C(=O)N2CCc2ccc(OC)c(OC)c2)cc1 (configuration not stated),6,-0.1,-2,4,-0.1,2,-7,99,6,1
COc1ccc(NC(=O)CCN2C(=O)C3C4CCC(C4)C3C2=O)cc1 (configuration not stated),-4,-0.2,0,-9,-2.0,0,-12,98,0,-2
C#CCNC(=O)C1=C[C@H](C)[C@@H](CCCO)[C@H](OCC)O1,8,0.3,-1,-9,-2.1,9,1,96,-4,5
COc1ccc(C(=O)NCc2nnc(SCC(=O)Nc3cccc(C(F)(F)F)c3)o2)cc1OC,3,-0.1,2,0,-2.5,-1,1,86,-1,2
COc1ccc(-c2nc(C)c(C(C)=O)n2O)cc1[N+](=O)[O-],-6,-0.1,1,-4,-1.5,-2,-5,101,3,0
C[C@@H]1C(=O)O[C@H]2CC34[C@H]5C[C@@H](C(C)(C)C)[C@]36[C@@H](OC(=O)[C@@H]6O)O[C@@]4(C(=O)O5)[C@]21O (some centres not stated),9,-0.1,1,-2,0.3,-10,-2,108,-3,-4
CC(=O)c1sc(NC(=O)c2cccc(N3C(=O)CCC3=O)c2)nc1-c1ccccc1,68*,-0.2,3,-3,-1.6,1,-4,99,6,15
COCc1nnc(NS(=O)(=O)c2ccc(Br)cc2)s1,3,-0.2,2,-15,2.4,4,-16,109,-5,15
CC(C)n1c(N2CCCC2)nc2c1c(=O)[nH]c(=O)n2C,-1,-0.1,-1,7,-1.1,-2,2,99,-10,6
CCC(C)(C)n1nnnc1C(c1ccccn1)N1CCN(c2cccc(OC)c2)CC1 (configuration not stated),4,0.0,-1,4,-0.3,-4,0,107,3,-2
CCc1nnc(NC(=O)CSCc2cc(=O)n3nc(C(C)C)sc3n2)s1,17,0.0,1,-14,-1.0,7,2,106,5,1
COCCn1c(COc2ccc(C)cc2)nc2ccccc21,4,0.1,-2,-15,-1.6,-1,2,99,-7,1
C=CCN1C(=O)C(CCCC)NC1=S (configuration not stated),1,-0.1,1,-4,0.1,6,8,94,1,-3
CNc1nc(SC)nc(N(C#N)CC(=O)OC)n1,3,-0.1,1,-5,1.3,4,12,94,11,1

# The last 3 entries of the part before are carried over, then new ones follow:
SMILES,MC4R antag cAMP,aDG glyco up,Glyco luc inh,NOD2-RIPK2 inh,MC4R barr agon,ABHD5-PLIN5 inh,TLR9-MyD88 block,ABCB6 inh MLPCN,Vif inh,Exocytosis inh
COCCn1c(COc2ccc(C)cc2)nc2ccccc21,4,0.1,-2,-15,-1.6,-1,2,99,-7,1
C=CCN1C(=O)C(CCCC)NC1=S (configuration not stated),1,-0.1,1,-4,0.1,6,8,94,1,-3
CNc1nc(SC)nc(N(C#N)CC(=O)OC)n1,3,-0.1,1,-5,1.3,4,12,94,11,1
CCS(=O)(=O)c1ccc2oc(SCC(=O)NCc3ccccc3)nc2c1,4,-0.1,2,-9,1.7,-3,2,98,4,9
CCC(=C(c1ccc(O)cc1)c1ccc(OCCN(C)C)cc1)c1ccccc1,11,1.1,-1,-7,-0.5,9,-3,102,3,0
CCOc1ccc(CCNC(=O)Cn2ccc3ccccc3c2=O)cc1OCC,-2,-0.1,0,3,0.6,8,6,94,1,-2
CCOc1ccc(C(=O)Nc2cc(S(=O)(=O)Nc3ccccc3Cl)ccc2N2CCOCC2)cc1,8,0.2,11,0,-1.1,-7,-12,100,0,0
CCCn1c(=O)n(CC(=O)NCC2CCCO2)c(=O)c2c3c(sc21)COC(C)(C)C3 (configuration not stated),-3,-0.2,3,14,0.4,-8,4,101,12,1
Cc1ccc(S(=O)(=O)N2C(c3ccccc3)CC(=O)C3CN(S(=O)(=O)c4ccc(Cl)cc4)C(c4ccccc4)CC32)cc1 (configuration not stated),.,-0.3,.,-24,.,-1,.,.,.,-5
O=C(NCc1ccccc1)N1CCn2c(nc3ccccc32)C1,-3,0.1,1,1,0.2,5,-2,98,.,-2
Cc1nc(N/N=C/c2cccnc2)cc(N2CCOCC2)n1,4,0.0,1,-11,-0.1,-2,0,100,-4,2
O=C(c1cccnc1Cl)N1CCOCC1,2,-0.1,0,4,-1.1,-1,12,105,7,-2
COc1cccc2cc(C(C)=O)c(=O)oc12,10,0.0,-1,-3,-1.6,-8,-2,100,2,-4
COc1cccc(CNC(=O)CCC(=O)N2CCSc3ccccc32)c1OC,7,0.0,-1,5,-1.4,8,-1,104,-8,2
Cc1ccc(NC(=O)CSC(N)=O)cc1Cl,4,0.1,1,9,1.9,-18,10,97,11,2
COc1ccc(C(=O)Nc2ncc3c(n2)-c2ccccc2CC3)cc1,-6,0.0,-2,-2,-2.0,2,-3,94,10,2
COc1ccc(C(=O)NCc2c(CC(C)C)oc(C)c2C(=O)O)cc1,7,-0.1,0,2,0.0,5,-8,.,-9,2
CN(C)S(=O)(=O)N(CC(=O)N1CCN(Cc2ccccc2)CC1)c1ccccc1,10,0.0,1,-3,-0.8,2,5,93,3,-2
COc1ccc(N(C(=O)c2snc(C(N)=O)c2N)C(C(=O)NC2CCCCC2)c2ccc(C)o2)c(OC)c1 (configuration not stated),16,-0.1,0,-2,-1.6,2,-2,98,1,19
O=C(c1ccccc1)c1nn(-c2ccccc2)c(=O)cc1C(F)(F)F,2,-0.2,9,8,3.6,-5,2,101,25,-2
CC(=O)/C(C#N)=C1\NC(=O)C(Cc2cc(Cl)ccc2Cl)S1 (configuration not stated),2,0.1,-10,-5,-2.7,-9,-5,103,1,3
CCC1=NN(C(=O)c2ccc(Cl)cc2)C(O)(c2ccc(C)cc2)C1 (configuration not stated),3,-0.1,-2,-5,-1.6,4,-6,95,-10,-5
Cc1ccc2c(c1)c1c(n2CC2COC(C)(C)O2)C(=O)CCC1 (configuration not stated),5,0.4,1,-2,0.8,6,-9,93,23,0
CCC(C)[C@H](NC(=O)NCCCc1ccccc1)C(=O)OC (some centres not stated),14,-0.3,1,2,-0.2,-2,-4,104,.,1
CCCCCSc1nc2c(c(=O)[nH]c(=O)n2C)n1C,-3,0.1,4,-6,-1.7,5,-3,99,5,1
CCN(CC)CCNC(=O)c1ccc2c(c1NCCO)C(=O)c1ccccc1C2=O,-37,0.3,-23,1,-1.9,-5,.,164,5,13
Cc1ccc(C(=O)NNC(=O)c2cc(OCC(F)(F)F)ccc2OCC(F)(F)F)cc1,2,0.0,-1,10,-0.8,0,4,92,2,-1
N#C/C(=C\c1cn(CC(=O)N2CCCCC2)c2ccccc12)C(=O)NCc1ccc2c(c1)OCO2,0,0.3,4,3,-1.8,2,10,99,-1,0
O=C(NCc1ccco1)Nc1cccc2ccccc12,1,0.0,0,4,-0.7,3,-2,101,7,10
CCc1cccc(OCCOCCN2CCCC2)c1,-6,0.0,1,3,0.9,-2,-8,98,.,1
Cc1ccc(NC(=O)CSc2ccc(-c3ccc4c(c3)OCO4)nn2)cc1F,6,-0.1,2,9,-1.7,0,-3,96,-11,1
C=C(C)CN1CCN(c2c(CCC#N)c(C)c(C#N)c3nc4ccccc4n23)CC1,-2,-0.2,-2,-2,0.0,-3,4,104,1,1
N#CCCN(Cc1ccncc1)C(=S)NC1CC2C=CC1C2 (configuration not stated),0,-0.1,1,-4,0.1,8,.,99,2,1
CCOC(=O)c1nc(C)sc1-c1ccnn1S(=O)(=O)c1cccc(Cl)c1,4,-0.1,0,6,-0.7,5,3,103,12,4
O=C(Nc1ccccc1C(=O)NCc1ccccc1)c1ccccc1Br,6,0.3,-3,7,-2.4,-1,-12,96,-2,-6
CC(C)(C)c1ccc(C(=O)NNc2ncccc2-n2cccc2)cc1,13,0.0,-4,3,-1.0,-6,1,94,-1,-4
CCCCC(=O)NC(c1ccc(Cl)cc1Cl)c1ccc2cccnc2c1O (configuration not stated),-2,0.4,-10,11,-1.3,6,11,120,-4,8
N#C/C(=C/c1cc[nH]c1)C(N)=S,4,0.1,0,-10,0.4,-9,-13,105,23,5
CCOc1cc(/C=C2/SC(=Nc3ccccc3)N(Cc3cccnc3)C2=O)ccc1OCC#N,12,2.5,1,-7,3.4,4,-10,94,5,2
O=C(NC(c1ccc(Cl)cc1)c1cc(Cl)c2cccnc2c1O)c1cccnc1 (configuration not stated),4,0.0,-12,-8,-3.1,4,-2,99,-7,-4
CCOC(=O)Cn1nnc(-c2ccc(OCC(C)C)cc2)n1,4,0.1,1,-10,3.3,3,-8,75,?,-1
CC1CN(S(=O)(=O)c2ccc(C(=O)N(C)C3CCCCC3)cc2)CC(C)O1 (configuration not stated),2,0.4,1,-2,-1.1,0,-4,96,7,2
CC1CCN(c2ccc3nnc(CCC(=O)NCCCOC(C)C)n3n2)CC1,2,-0.1,-1,-4,-0.5,4,-11,99,.,-4
CCOC(=O)c1sc(NC(=O)COC(=O)CNC(=O)C2CCCCC2)c(C(=O)OCC)c1C,8,-0.3,2,-5,1.1,-2,-2,91,4,-2
COc1ccc(-n2c(=S)[nH]c3cc(C(=O)NCCCN4CCCC4=O)ccc3c2=O)cc1,-2,-0.1,-1,-5,-3.0,-3,-8,94,9,2
Cn1cccc1C(=O)C(=O)Nc1ccccc1,-1,-0.1,-10,-3,-0.5,2,-2,105,-3,4
CCCCNC(=O)[C@@H]1CSC2c3ccc(OC)c(OC)c3C(=O)N21 (some centres not stated),1,0.1,-1,1,0.0,5,-3,98,12,-8
N/C(=N\OC(=O)c1ccc(F)cc1)c1nonc1N,-3,-0.1,1,7,2.1,-1,-11,103,2,-3
COc1cc(-c2nc3ccccc3nc2-c2ccc(O)c(OC)c2)ccc1O,1,-0.2,2,-13,-1.8,0,-3,96,-2,0
CN(CC(=O)Nc1ccc(Cl)cc1)CC(=O)N1CCc2ccccc21,15,0.8,2,-25,-0.2,-7,3,98,.,0
Cc1ccc(NC(=O)C(C)OC(=O)COc2cccc(C(F)(F)F)c2)cc1 (configuration not stated),7,-0.1,2,6,2.9,-6,7,90,3,-3
Cc1onc(-c2c(F)cccc2Cl)c1C(=O)N1CCSCC1,5,-0.1,0,-14,0.1,1,.,94,0,-4
COc1ccc(N2CC(O)=C(c3nc(-c4ccc(Cl)cc4)cs3)C2=N)cc1,-1,-0.4,-4,-14,2.4,-4,3,92,7,-8
Cc1ccc(S(=O)(=O)Nc2cc3c(cc2C#N)OCO3)cc1C(N)=O,17,0.0,4,-2,2.4,-3,-3,96,-4,11
